# SR-BI HDL uptake: inhibitors of SR-BI mediated HDL lipid uptake, primary screen, ldlA[mSR-BI] cells, fluorescence, single point; inhibition, % at 12.5 µM; ldlA[mSR-BI] CHO cells, DiI-HDL uptake fluorescence, 3 h; Scavenger receptor class B member 1 (Mus musculus), Q61009; actives 0.96% (n = 320,000); AID 488896, 2010;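 active means mean replicate inhibition of at least 70% and a set share of replicates each scoring 70 or more; inconclusive means meets just one of the two criteria; inactive means fails both criteria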;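 further: 0% = median of neutral control wells and 100% = median of positive control wells; values of inactives mirror those of a sister screen read the other way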
# MITF act: activators of MITF-driven TRPM1 promoter reporter, primary screen, cell-based, SK-MEL-5, luciferase, single point | SK-MEL-5 TRPM1-promoter luciferase, 24 h; % of positive control, neutral wells = 0 | actives 0.75% (n = 300,000) | AID 588334, 2011 | activation, % at 12.5 µM;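 active means mean activation of at least 80% with every replicate also reaching 80%; inconclusive means mean reaches 80% but some replicate falls short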;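 further: 0% = neutral control wells and 100% = parthenolide positive control wells; values of inactives mirror those of a sister screen read the other way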
# SUMO Mot1 rescue: yeast Mot1-301 growth rescue at high temperature, primary screen, SUMOylation pathway inhibitor project, S. cerevisiae, ATP luminescence, 38.5C | growth rescue, % at 18.8 µM | S. cerevisiae Mot1-301 growth rescue; percent above DMSO median, 100 means doubled | actives 1% (n = 320,000);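 active means every valid replicate shows activation above 250% relative to neutral control wells; inactive means the rest, any valid replicate at or below 250%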;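 further: OY570 slx delta 5 strain wells were the positive control but not used for scaling; some compounds called inactive have numbers as strong as hits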
# Arrestin-AP2 inh: inhibitors of beta-arrestin/AP2 binding, primary screen, biochemical, GPCR trafficking, flow cytometry; beta-arrestin 1 C-terminal peptide binding to AP2 beta2-adaptin appendage (human); FITC-arrestin peptide / GST-AP2 beads; AP2 beta2 appendage carries R879A mutation; inhibition, % at 10 µM; actives 0.31% (n = 340,000); AID 504490, 2011;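 active means inhibition above a set limit, near 3 SD of compounds lacking own fluorescence, cut at about 54% in these data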;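 further: plate controls were DMSO wells for no effect and 5 µM unlabelled arrestin peptide for full effect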
#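 Assay system: GST-AP2 R879A bound to glutathione beads, E. coli-expressed; Medium: PBS with 0.05% Tween 20 and 0.1% BSA; Also added: fluorescein-tagged arrestin peptide at 50 nM final; Timing: 12 min plus 1 h, RT; Measured by: flow cytometry, FL1 (488/535 nm); Evaluation: percent drop in bead-associated FITC signal.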
# NSD2 inh: NSD2 histone methyltransferase inhibitors, primary screen, biochemical, AlphaScreen, single concentration, set 2; AID 743445, 2014; actives 0.54% (n = 310,000); inhibition, % at 12.5 µM; Histone-lysine N-methyltransferase NSD2 (Homo sapiens), O96028; NSD2 peptide methylation, 120 min; in the data active means inhibition above about 50%
# PKA-R1A activ: activators of PKA-R1A holoenzyme, primary screen, biochemical, fluorescence polarization, Cy5-IP20, bovine R1A, mouse PKAc | actives 0.083% (n = 340,000) | activation, % at 11.4 µM | PKA-R1A dissociation; scaled: DMSO 0%, 113 µM cGMP 100% | cAMP-dependent protein kinase type I-alpha regulatory subunit (Bos taurus) + …;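 active means percent activation above the mean of all tested compounds plus 3 SD, cut at about 19% in these data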;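 further: higher means more PKAc released from R1A so a rise in polarization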
# dFosB activator: activators of delta FosB homodimer, primary screen, biochemical, fluorescence polarization, TAMRA-CDK5 oligo, single point | purified delta FosB; percent of positive-control signal above neutral wells | activation, % at 25 µM | actives 0.99% (n = 340,000) | AID 493131, 2011;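 active means mean activation above about 17%, with every replicate also reaching it, limit read from the data, passing the limit was not always enough; inconclusive means only one of the two conditions met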;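 further: fluorescence polarization rise as delta FosB binds a TAMRA Cdk5 AP-1 oligo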
# Pemphigus Ab inh: inhibitors of pemphigus antibody binding to DSG3, primary screen, biochemical, bead-based, flow cytometry, scFv-GFP; actives 0.48% (n = 310,000); Desmoglein-3 (Homo sapiens), P32926; DSG3-coupled beads, scFv-anti-DSG3-GFP binding; stronger effect = lower value; binding (percent of control), % at 10 µM;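 active means binding more than 3 SD below its plate's average and above zero; inconclusive means below that plate limit but binding exactly zero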;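 further: hits lower antibody fragment binding to DSG3; some compounds called inactive have numbers as strong as hits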
# Target sequence (P32926 whole entry, looked up, the tested form may be a part): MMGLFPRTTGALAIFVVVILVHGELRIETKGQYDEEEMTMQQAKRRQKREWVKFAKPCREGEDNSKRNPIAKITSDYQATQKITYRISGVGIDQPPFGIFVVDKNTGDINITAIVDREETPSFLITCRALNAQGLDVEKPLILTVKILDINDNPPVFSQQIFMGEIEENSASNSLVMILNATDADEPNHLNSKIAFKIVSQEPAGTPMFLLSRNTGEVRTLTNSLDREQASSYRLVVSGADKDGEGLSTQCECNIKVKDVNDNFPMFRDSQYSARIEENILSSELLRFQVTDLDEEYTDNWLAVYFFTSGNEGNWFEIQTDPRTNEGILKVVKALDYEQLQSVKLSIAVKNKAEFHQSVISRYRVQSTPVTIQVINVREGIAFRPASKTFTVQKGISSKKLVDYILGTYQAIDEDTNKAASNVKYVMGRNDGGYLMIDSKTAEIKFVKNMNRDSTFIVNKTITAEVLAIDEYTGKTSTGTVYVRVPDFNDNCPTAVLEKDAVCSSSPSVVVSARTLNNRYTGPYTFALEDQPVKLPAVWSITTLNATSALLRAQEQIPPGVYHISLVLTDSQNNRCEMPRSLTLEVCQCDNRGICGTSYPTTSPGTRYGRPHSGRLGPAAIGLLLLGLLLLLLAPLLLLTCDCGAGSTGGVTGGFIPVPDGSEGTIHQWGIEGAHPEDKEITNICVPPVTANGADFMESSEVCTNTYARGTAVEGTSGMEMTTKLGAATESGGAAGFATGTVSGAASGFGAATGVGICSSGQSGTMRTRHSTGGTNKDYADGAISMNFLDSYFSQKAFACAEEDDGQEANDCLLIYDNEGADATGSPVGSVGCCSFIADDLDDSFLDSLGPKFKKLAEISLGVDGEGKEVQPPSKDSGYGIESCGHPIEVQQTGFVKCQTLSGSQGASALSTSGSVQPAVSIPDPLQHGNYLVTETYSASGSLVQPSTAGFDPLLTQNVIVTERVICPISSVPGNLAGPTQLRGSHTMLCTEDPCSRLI
# PKA-R2B activ: activators of PKA-R2B holoenzyme, primary screen, biochemical, fluorescence polarization, Cy5-IP20, human. cAMP-dependent protein kinase catalytic subunit beta (Homo sapiens) + cAMP-dependent …. PKA-R2B holoenzyme dissociation; R2B truncated from residue 108, S112A mutant; 0% DMSO only, 100% 113 µM cGMP. activation, % at 11.4 µM. actives 0.079% (n = 340,000);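 active means activation above a cutoff set at the mean over all compounds plus 3 SD, cut at about 18% in these data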;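 further: higher means more holoenzyme dissociation and a rise in polarization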
# SR-BI DiI-HDL act: activators of SR-BI mediated DiI-HDL uptake, primary screen, ldlA[mSR-BI] CHO cells, DiI fluorescence. 3 h; 100 = double the neutral-control signal. activation, % at 12.5 µM. actives 0.096% (n = 320,000). AID 504775, 2011;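 active means mean replicate activation of at least 60% and every replicate at or above 60%; inconclusive means mean or all-replicate condition met, but not both; inactive means mean below 60% and not all replicates reaching 60%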;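 further: 0% = median plate neutral-control signal and 100% = twice that signal; values of inactives mirror those of a sister screen read the other way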
#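 Test system: SR-BI-overexpressing, LDLR-lacking CHO cells; Also added: labelled HDL, 10 µg/mL; Measured by: bottom-read cell fluorescence after medium removal, ex 550/em 595 nm; Timing: 3 h uptake period with compound, 37 °C; Buffer or medium: F12, 0.5% BSA, 25 mM HEPES; Doses: single compound concentration, delivered by pin transfer.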
# CDK5 inh: inhibitors of human CDK5/p35 kinase, primary screen, biochemical, single concentration | inhibition, % at 10 µM | actives 0.01% (n = 330,000) | Cyclin-dependent kinase 5 (Homo sapiens) + Cyclin-dependent kinase 5 activator 1 (Homo … | Recombinant CDK5/p35, ADP-Glo luminescence, 60 min;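 active means highest replicate inhibition of at least 50% and at least 75% of replicates reaching 50%; inconclusive means only one of the two criteria met; inactive means both criteria failed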;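 further: plate controls were DMSO neutral control for no effect and GW8510 at 10 µM for full effect; many of its hits are not listed in these tables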
# * = called active by the depositor; ? = inconclusive; . = not tested or not shown.
SMILES,SR-BI HDL uptake,MITF act,SUMO Mot1 rescue,Arrestin-AP2 inh,NSD2 inh,PKA-R1A activ,dFosB activator,Pemphigus Ab inh,PKA-R2B activ,SR-BI DiI-HDL act,CDK5 inh
O=C(O)CCN1C(=O)NC2(CCCC2)C1=O,12,5,33,-6,-6,-12,7,.,-5,-12,0.9
Cc1ccc(CNC(=O)C(=O)NCC2OCCN2S(=O)(=O)c2ccc(C)cc2)cc1 (centres undefined),-5,-2,25,-3,3,-4,11,97,-2,5,-1.5
COc1ccc(NC(=O)CN(C)C(=O)c2cccc(S(=O)(=O)N3CCN(c4ccc(F)cc4)CC3)c2)cc1,29,-9,.,25,2,7,-12,110,5,-29,0.3
OCCCNC(=S)Nc1ccc(Oc2ccccc2)cc1,8,1,-13,-2,4,1,2,101,12,-8,-1.3
CC1CN(C(=O)c2cccc(S(=O)(=O)N3CCN(c4ccc(F)cc4)CC3)c2)CC(C)O1 (centres undefined),0,-21,54,12,23,-1,-19,.,5,0,-0.5
O=C1CCc2cc(S(=O)(=O)NCCC(=O)NC3CCCCC3)ccc2N1,4,0,17,-7,-4,2,1,107,3,-4,-0.2
COc1ccc(S(=O)(=O)N[C@@H](Cc2ccc(Cl)cc2)C(=O)N2CC[C@@]3(O)CCCC[C@H]3C2)cc1,-8,-14,91,4,-1,-8,-10,110,1,8,1.4
Cc1ccc(C(=O)N(CC#N)CC#N)cc1C,-5,-6,8,41,-1,-3,0,83,-1,5,-0.5
CC(Cc1c[nH]c2ccccc12)NC(=O)C1CCCNC1=O (centres undefined),-5,-10,144,-2,-1,7,2,104,-11,5,1.8
N/C(=N\NC(=O)c1cccs1)c1cc2ccccc2oc1=O,-1,5,27,5,-2,2,-1,125,-4,1,-0.3
Cc1cc(C)nc(SC2CCOC2=O)n1 (centres undefined),13,9,26,20,0,0,2,103,-9,-13,0.0
Cc1ccc(S(=O)(=O)c2cn(Cc3ccc(F)cc3)c3cc4c(cc3c2=O)OCO4)cc1,10,8,38,-4,-1,5,10,135,-3,-10,-3.5
O=C(NNC(=O)c1ccncc1)Nc1ccc(N=Nc2ccccc2)cc1,72*,41,.,-1,-2,-8,4,121,2,-72,0.4
CC(=O)c1cc(C#N)c(Oc2ccccc2)nc1C,-6,4,-10,5,-4,-9,1,.,-7,6,2.3
O=C(NNc1ccccc1)NC(Cc1ccccc1)C(=O)O (centres undefined),-107,3,.,-3,-2,6,3,95,5,?,-0.1
Cc1[nH]c(-c2ccc3c(c2)OCO3)nc1C(=O)O,-26,.,114,6,.,-4,-10,98,-6,26,-1.8
Cc1ccc2c(c1)-c1c(cnn1CC(=O)NC(C)CCc1ccco1)CO2 (centres undefined),61,-4,141,1,.,-5,-3,106,10,-61,-4.2
COc1ccc(NC2=CC(=O)CC(C)(C)C2)cc1OC,1,3,-3,31,2,-12,4,96,4,-1,6.2
CN(c1ccccc1C(=O)NCc1ccccn1)S(C)(=O)=O,-36,-3,-10,3,0,4,-3,.,1,36,-0.8
CN(CCOc1ccc(Cl)cc1)C(=O)c1cccc(S(=O)(=O)N2CCN(Cc3ccccc3)CC2)c1,36,.,.,-15,15,6,-17,105,2,-36,-0.1

# Laid out differently: entries from further up.
mol | SR-BI HDL uptake | MITF act | SUMO Mot1 rescue | Arrestin-AP2 inh | NSD2 inh | PKA-R1A activ | dFosB activator | Pemphigus Ab inh | PKA-R2B activ | SR-BI DiI-HDL act | CDK5 inh
O=C(NNC(=O)c1ccncc1)Nc1ccc(N=Nc2ccccc2)cc1 | 72* | 41 | . | -1 | -2 | -8 | 4 | 121 | 2 | -72 | 0.4
CC(=O)c1cc(C#N)c(Oc2ccccc2)nc1C | -6 | 4 | -10 | 5 | -4 | -9 | 1 | . | -7 | 6 | 2.3

# Sorted by heavy-atom count (descending): eight of the compounds above
SMILES,SR-BI HDL uptake,MITF act,SUMO Mot1 rescue,Arrestin-AP2 inh,NSD2 inh,PKA-R1A activ,dFosB activator,Pemphigus Ab inh,PKA-R2B activ,SR-BI DiI-HDL act,CDK5 inh
CN(CCOc1ccc(Cl)cc1)C(=O)c1cccc(S(=O)(=O)N2CCN(Cc3ccccc3)CC2)c1,36,.,.,-15,15,6,-17,105,2,-36,-0.1
Cc1ccc(S(=O)(=O)c2cn(Cc3ccc(F)cc3)c3cc4c(cc3c2=O)OCO4)cc1,10,8,38,-4,-1,5,10,135,-3,-10,-3.5
O=C(NNC(=O)c1ccncc1)Nc1ccc(N=Nc2ccccc2)cc1,72*,41,.,-1,-2,-8,4,121,2,-72,0.4
CC(Cc1c[nH]c2ccccc12)NC(=O)C1CCCNC1=O (centres undefined),-5,-10,144,-2,-1,7,2,104,-11,5,1.8
COc1ccc(NC2=CC(=O)CC(C)(C)C2)cc1OC,1,3,-3,31,2,-12,4,96,4,-1,6.2
CC(=O)c1cc(C#N)c(Oc2ccccc2)nc1C,-6,4,-10,5,-4,-9,1,.,-7,6,2.3
Cc1[nH]c(-c2ccc3c(c2)OCO3)nc1C(=O)O,-26,.,114,6,.,-4,-10,98,-6,26,-1.8
Cc1cc(C)nc(SC2CCOC2=O)n1 (centres undefined),13,9,26,20,0,0,2,103,-9,-13,0.0

# The list continues:
SMILES,SR-BI HDL uptake,MITF act,SUMO Mot1 rescue,Arrestin-AP2 inh,NSD2 inh,PKA-R1A activ,dFosB activator,Pemphigus Ab inh,PKA-R2B activ,SR-BI DiI-HDL act,CDK5 inh
Cc1ccc(OCC(=O)Nc2ccc(S(=O)(=O)Nc3cc(C)nc(C)n3)cc2)c(C)c1,2,-3,1,-7,2,-4,-15,108,-7,-2,-5.8
CCc1ccc(CN2CCN(C(=O)c3cccc(OC)c3OC)CC2)cc1,-7,-19,361,2,0,4,-7,103,5,7,2.0
CC(=O)c1cccc(NC(=O)c2ccc3c(c2)OCO3)c1,2,39,0,27,5,-10,-17,115,-6,-2,0.5
CCOC(=O)C1=C(c2ccccc2)NC(SCC(=O)Nc2cccc(C)c2)=C(C#N)C1c1ccco1 (centres undefined),10,2,-7,-2,12,-12,-12,99,-5,-10,-2.4
Cc1cccc(NC(=O)CNC(=O)CSc2ncccn2)c1C,5,1,1,-1,-2,8,1,116,0,-5,-0.6
COc1ccccc1N1CCN(C(=O)c2cc3ccccc3[nH]2)CC1,23,-10,2,33,1,0,-9,106,-4,-23,0.2
O=C1CSc2ccc(S(=O)(=O)N3CCN(c4ccccc4F)CC3)cc2N1,5,-11,5,6,-1,11,-4,105,6,-5,-0.4
CN(CC(=O)Nc1ccc(F)c(F)c1F)c1ncnc2sccc12,3,-8,-16,3,-3,1,3,101,-1,-3,-0.4
CN(C(=O)COC(=O)c1ccc2c(=O)n3c(nc2c1)CCC3)c1ccccc1,.,-12,8,-11,12,7,-10,102,-2,.,-0.4
CCn1c(CCC(=O)Nc2ccccc2F)nnc1SCC(=O)Nc1ccc(OC)cc1,-3,-5,5,-11,0,-2,-8,103,-8,3,-4.9
COc1ccc(OC)c(-c2cc(C(=O)Nc3sc4c(c3C#N)CCC(C)C4)c3ccccc3n2)c1 (centres undefined),?,-13,-3,1,1,-4,-4,97,-11,-74,-0.6
COc1ccc(OC)c(CN2CCCCCC2)c1,-22,.,24,35,5,-12,4,118,4,22,-0.6
COc1ccc(S(=O)(=O)NCc2ccc(C(=O)N3CCN(c4ccccn4)CC3)cc2)cc1,14,-2,-2,-3,1,-5,-11,98,-4,-14,0.6
CNC(=O)OCCSCCS(=O)(=O)c1ccc(Cl)cc1,9,.,4,12,-1,-11,2,107,-4,-9,0.3
O=C(CCC(=O)N1CCN(S(=O)(=O)c2ccccc2)CC1)c1ccc(Br)cc1,-3,15,-28,9,0,0,-7,95,-2,3,-1.3
CCS(=O)(=O)N1CCN(C(=O)c2ccc(-c3ccccc3)cc2)CC1,2,6,-14,6,-4,3,-7,95,-3,-2,0.7
Cc1ccc(CNC(=O)[C@@H](NC(=O)C2CCN(C(=O)[C@@H]3CCCN3)CC2)C(C)C)cc1,-1,-4,0,-3,.,-20,2,.,-3,1,2.5
CN(C)C(=O)N1CCCC(C(=O)NCc2ccccc2)C1 (centres undefined),-25,-1,66,2,.,-4,7,105,5,25,0.4
COc1ccc(CCC(=O)N2CCN(S(=O)(=O)c3ccc(C)cc3)CC2)cc1,-28,4,11,-4,-3,-3,-10,101,-1,28,-2.2
COC(=O)C1=C(C)N(C)C(=O)NC1c1ccc(O)c(Cl)c1 (centres undefined),-10,-1,7,-2,-2,-5,3,99,-4,10,0.8
CCN(CC)CCNC(=O)c1ccc(NC(=O)c2c(F)cccc2Cl)cc1,2,-3,1,17,19,-7,-12,103,0,-2,1.0
O=C(C1CCCN(S(=O)(=O)c2ccc(Br)cc2)C1)N1CCOCC1 (centres undefined),-15,-16,10,5,0,0,-7,118,4,15,-0.3
Cc1ccc(Cn2cc(SCC(N)=O)c3ccccc32)cc1,-3,.,3,0,.,14,-2,101,7,3,-3.4
CC(C)NS(=O)(=O)c1ccc(CCC(=O)NCc2ccncc2)cc1,1,-3,-7,31,-2,-4,-1,109,-5,-1,-0.1
CCOc1ccc(C(=O)NCC2CCCO2)cc1OCC (centres undefined),13,3,2,16,5,5,5,100,7,-13,-7.6

# Bioassay records deposited in PubChem BioAssay by several laboratories.
